Rv3671c protease: inhibits the M. tuberculosis serine protease Rv3671c; P9WHR9; inhibition, % at 5.96 µM; hit rate 0.048% among 320,000; in the data active means inhibition above about 38%;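 further: extracellular domain of Rv3671c used as enzyme; 0% = enzyme with DMSO and 100% = no enzyme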
PrPC TRFRET: reduces human prion protein on the cell surface; cell surface PrPC, TR-FRET read-out; inhibition, % at 13.8 µM; hit rate 0.43% among 370,000; in the data active means inhibition above about 24%; further: 0% = median of the test wells and 100% = reference compound wells
BoNT-F LC inh: BoNT F light chain protease inhibition | Multiplex microsphere protease cleavage assay, flow cytometry | inhibition, % at 10 µM | AID 588497 | hit rate 0.22% among 360,000; in the data active means inhibition above about 35%, passing the limit was not always enough; inconclusive means no clear call, values can overlap the other calls; further: plate controls were buffer without enzyme for full effect and enzyme alone for no effect
MazEF act: activators of E. coli MazEF toxin-antitoxin RNase; activation, % at 20 µM; FAM/BHQ RNA-DNA oligo cleavage fluorescence, 5 h; hit rate 0.32% among 350,000; in the data active means activation above about 50%
BoNT A protease: inhibitors of Botulinum neurotoxin A light chain protease. hit rate 0.17% among 360,000. AID 588499. multiplex microsphere protease substrate cleavage, flow cytometry. inhibition, % at 10 µM; further: plate controls were buffer without enzyme for full effect and enzyme alone for no effect
3CLpro inhibitor: SARS-CoV 3CLpro protease inhibition; P0C6X7; recombinant SARS-CoV 3CLpro, quenched FRET peptide cleavage; inhibition, % at 6 µM; hit rate 0.14% among 290,000; in the data active means inhibition above about 12%
Anthrax LF inh2: anthrax lethal factor protease inhibition. P15917. multiplex microsphere protease cleavage assay, LF. inhibition, % at 10 µM. hit rate 0.12% among 360,000. AID 588501; further: plate controls were buffer without enzyme for full effect and enzyme alone for no effect
Target sequence (P15917 whole entry, looked up): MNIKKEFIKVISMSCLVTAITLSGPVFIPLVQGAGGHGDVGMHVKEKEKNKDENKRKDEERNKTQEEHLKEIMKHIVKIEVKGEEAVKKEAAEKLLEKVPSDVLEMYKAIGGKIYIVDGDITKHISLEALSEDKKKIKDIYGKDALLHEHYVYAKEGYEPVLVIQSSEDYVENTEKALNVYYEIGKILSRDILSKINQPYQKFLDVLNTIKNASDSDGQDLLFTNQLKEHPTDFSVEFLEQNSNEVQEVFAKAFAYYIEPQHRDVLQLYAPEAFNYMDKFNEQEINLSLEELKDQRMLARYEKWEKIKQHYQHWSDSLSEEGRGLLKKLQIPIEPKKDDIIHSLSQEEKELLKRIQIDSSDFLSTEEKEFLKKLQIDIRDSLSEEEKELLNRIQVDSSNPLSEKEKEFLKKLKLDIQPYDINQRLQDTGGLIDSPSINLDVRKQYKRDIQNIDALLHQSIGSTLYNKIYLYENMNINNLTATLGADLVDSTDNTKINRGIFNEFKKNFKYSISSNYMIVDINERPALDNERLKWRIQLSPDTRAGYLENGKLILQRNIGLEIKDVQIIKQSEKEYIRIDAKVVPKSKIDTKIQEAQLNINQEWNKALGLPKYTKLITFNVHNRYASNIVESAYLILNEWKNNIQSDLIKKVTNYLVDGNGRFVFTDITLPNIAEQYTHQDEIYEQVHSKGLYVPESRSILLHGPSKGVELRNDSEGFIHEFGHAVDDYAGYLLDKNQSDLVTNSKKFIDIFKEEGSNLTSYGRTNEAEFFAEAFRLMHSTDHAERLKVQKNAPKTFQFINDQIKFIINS
CCHFV vOTU inh: CCHFV vOTU protease inhibition; Pep-AMC fluorescence; inhibition, % at 11.5 µM; hit rate 0.55% among 370,000; AID 651958; in the data active means inhibition above about 30%; further: 0% = vehicle wells with enzyme and 100% = no enzyme wells
DUSP3 inh: inhibitors of human VHR1 phosphatase (DUSP3); inhibition, % at 13.3 µM; recombinant VHR phosphatase, pNPP absorbance; hit rate 0.52% among 290,000; in the data active means inhibition above about 50%; further: some compounds called inactive have numbers as strong as hits
Target sequence (P51452 whole entry, looked up): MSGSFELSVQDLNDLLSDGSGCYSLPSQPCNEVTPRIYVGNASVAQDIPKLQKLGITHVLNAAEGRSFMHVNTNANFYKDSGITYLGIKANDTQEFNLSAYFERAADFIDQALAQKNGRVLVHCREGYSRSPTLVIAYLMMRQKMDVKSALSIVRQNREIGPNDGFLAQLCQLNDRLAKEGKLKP
SSB-PriA inh: K. pneumoniae PriA-SSBct interaction inhibition | AlphaScreen SSBct-PriA binding, biotinylated peptide | hit rate 0.6% among 430,000 | inhibition, % at 33 µM; in the data active means inhibition mostly above about 37%, no sharp cut-off; inactive means mostly below about 20%;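 further: plate controls were negative control peptide for no effect and reference peptide for full effect; strong numbers were not always called active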
An asterisk follows results filed as active; ? = inconclusive; / = not tested or not shown; & = joins results of further samples. Unless noted, no stated cut-off is given here; in the data, active means inhibition above about 30%; inconclusive means no clear call, values can overlap the other calls; inactive means below that.

SMILES	Rv3671c protease	PrPC TRFRET	BoNT-F LC inh	MazEF act	BoNT A protease	3CLpro inhibitor	Anthrax LF inh2	CCHFV vOTU inh	DUSP3 inh	SSB-PriA inh
Cc1c(/C=N/N2C(=O)C3C4C=CC(C4)C3C2=O)c2ccccc2n1C (centres undefined)	-10.3	2.1	26.3	-1.9	0.8	-0.1	6.4	-3.4	-4.8	/
O=C(COc1ccc(C(=O)c2ccccc2)cc1)NC1CCCCCC1	2.3	6.3	-34.4	3.1	-4.0	0.1	-3.4	-11.1	-0.1	-4.7
CC(C)(C)C1CCC(CN2C(Nc3ccccc3)=NC[C@@H]2Cc2ccccc2)CC1 (some centres undefined)	2.1	-8.7	-12.6	19.0	-0.3	/	-6.5	24.1	/	7.7
CCOc1nc(OCC)nc(-n2cc(-c3ccccc3)nn2)n1	2.2	-1.8	3.9	5.6	0.5	-0.7	-2.9	2.8	21.3	-20.2
COC(=O)c1ccc(/C=N/NS(=O)(=O)c2cc(C)ccc2C)cc1	-13.5	-1.5	-1.1	-0.2	0.6	-3.6	-0.5	-4.3	-1.7	/
O=C(Nc1ccc2c(c1)OCCO2)C1CCCN(S(=O)(=O)c2cccs2)C1 (centres undefined)	-5.1	/	-1.5	-1.2	-0.2	1.2	-1.1	/	20.2	-4.3
CC(C)CN1C(=O)c2ccc(C(=O)Nc3c[nH]c(=O)[nH]c3=O)cc2C1=O	-12.5	1.5	-4.4	-26.1	0.0	2.8	-5.7	7.1	-5.2	-4.8
Cc1nc(N/C(N)=N/S(=O)(=O)c2ccccc2)nc2ccccc12	-5.7	3.9	-3.4	4.5	0.3	/	-2.9	3.7	/	/
O=C(Cn1c(=O)cnc2ccccc21)Nc1cccc(S(=O)(=O)N2CCOCC2)c1	0.2	-20.9	-7.7	4.4	0.1	/	-6.8	5.5	/	9.9
COc1ccc(O)c(C(=O)C2c3ccccc3C(=O)N2c2ccc(C)cc2)c1 (centres undefined)	-6.2	5.5	?	6.3	2.1	0.8	16.1	5.9	31.3	-7.5
Cc1ccc(S(=O)(=O)Nc2cc(=O)[nH]c3c2CCC3)cc1	8.5	1.2	?	-20.7	0.4	5.0	10.5	-6.1	26.9	-5.1
Cc1ccc(C)c(NC(=S)NCc2ccc3c(c2)OCO3)c1	-0.7	-0.9	2.2	3.5	-0.1	9.3	3.6	2.1	20.3	-4.2
Cc1nnc(NC(=O)c2ccc(S(=O)(=O)N3CCCCCC3)cc2)o1	-1.4	-6.3	0.7	2.0	-0.1	-0.8	-3.2	0.1	30.7	-0.7
CCCCC1=CC2=C(c3ccco3)C(=O)C(C)(OC(=O)c3ccc(OC)cc3)C(=O)C2=CN1Cc1ccc2c(c1)OCO2 (centres undefined)	15.6	/	-1.9	-40.3	3.6	/	-6.4	/	3.5	-14.8
COc1ccc(-c2cc([C@H]3[C@H]4C=CC[C@@H](C)[C@@H]4C(=O)N3Cc3ccccc3)ccc2F)cc1	-9.4	-3.1	-4.5	-3.5	-0.3	/	-4.9	13.1	-4.1	4.0
Cc1cc(NC(=O)COc2ccccc2C)no1	-0.3	-1.1	-2.0	5.6	-0.7	1.5	0.3	-0.7	0.9	-2.1
COc1ccc(N2C(=O)CCC(C(=O)N3CCCCC3)C2c2ccc(OC)c(OC)c2)cc1 (centres undefined)	4.7	-4.1	-3.4	9.6	-0.6	2.0	0.3	-1.2	8.4	-11.1
CCN1CCN(S(=O)(=O)Cc2ccccc2Cl)CC1	-5.9	-2.4	-1.2	5.4	-0.6	5.1	-1.3	-1.8	23.6	-9.2
CCO[C@@H]1OC(C(=O)NC2CC2)=C[C@H](C2CC2)[C@H]1CCCO	3.0	1.2	-10.0	7.8	-0.4	/	0.3	7.4	30.1	-6.2
COc1cccc(CNC(=O)CN2C(=O)COc3ccc(S(=O)(=O)N4CCOCC4)cc32)c1	4.7	-0.5	-2.2	2.4	-0.9	-2.0	-5.1	5.2	7.1	-14.7
COc1ccc(CC(=O)OCC(=O)NCc2ccc3c(c2)OCO3)cc1OC	0.2	1.6	0.7	2.5	-0.3	/	-4.9	-0.9	/	-8.9
Cn1ccnc1C1CCCCN1Cc1nc(Cc2cccc(C(F)(F)F)c2)no1 (centres undefined)	1.4	6.9	1.3	8.5	-0.2	-1.1	0.1	12.2	-16.8	-5.2
O=C1C(Sc2ccccc2)=C[C@@]2(O)CC[C@@H](O)[C@]1(Sc1ccccc1)[C@H]2O	/	1.9	-3.9	/	0.2	/	-7.0	10.1	/	/
COc1ccc(Cl)cc1NC(=O)CC(C)c1ccccc1 (centres undefined)	-2.5	-2.4	-3.5	1.4	0.6	-6.0	0.1	8.7	15.2	-55.8
COCCN1Cc2cccc(C(=O)NCCCN3CCCC3=O)c2C1=O	-1.1	1.3	-0.1	1.6	-0.6	-2.3	5.8	-15.7	-15.7	-2.7
COc1ccc(NC(=O)NC2CCCCCCC2)cc1	1.9	6.4	-4.0	4.0	-0.5	1.9	-4.3	12.1	-2.5	3.3
COc1ccc(-n2c(=O)cc(N3CCN(Cc4ccccc4)CC3)[nH]c2=O)cc1	-5.9	1.4	-1.6	7.5	0.0	-6.3	1.9	-2.9	12.0	-10.9
COc1ccccc1S(=O)(=O)Nc1ccc(-c2nnc3n2CCCCC3)cc1	-0.8	-1.9	4.8	-0.1	-0.2	-2.1	3.0	2.2	23.2	-8.6
Cc1ccc(-c2nc(SC(C)C(=O)c3c(N)n(C)c(=O)n(C)c3=O)n[nH]2)cc1 (centres undefined)	-8.8	2.2	/	4.6	/	/	/	0.0	/	-17.4
O=C(c1ccco1)c1cn(Cc2ccccc2)c2ccccc12	-12.3	5.3	-4.3	9.9	-0.5	3.9	-1.2	-0.8	24.4	-2.1
Cc1nn(-c2ccccc2)c(C)c1C(=O)OCC(=O)N(C)C1CCS(=O)(=O)C1 (centres undefined)	-13.4	-6.6	-0.1	-1.2	-0.2	0.9	-0.4	3.1	13.2	-12.1
N#Cc1ccc(CSC2=NCCN2)cc1	4.4	3.4	1.8	-4.9	-0.4	-4.0	-2.8	4.3	16.6	-30.9
Cc1cccc(NC(=O)c2ccccc2C(=O)Nc2cccc(C)c2)c1	2.7	9.0	?	-6.5	0.9	/	18.7	8.0	/	-12.5
COC(=O)c1nnn(CC(=O)NC(=O)Nc2ccccc2F)c1C(=O)OC	1.3	4.2	-9.3	8.6	-0.6	3.2	-4.4	10.4	33.0	5.7
O=C(CSCc1ccccc1Br)N/N=C/c1ccccc1C(=O)O	3.7	-2.5	-5.3	1.0	-1.0	6.8	1.8	3.7	33.4	/
COc1cc(S(=O)(=O)NCc2ccccn2)c(OC)cc1Cl	-4.2	14.0	2.8	7.5	0.5	2.5	4.5	0.2	4.4	5.3&3.0
c1cncc(CNc2ncnc3ccc(-c4ccc5c(c4)OCO5)cc23)c1	0.1	1.9	-9.8	-0.3	-0.5	/	-4.9	8.3	/	-3.0
Cc1ccc(S(=O)(=O)c2c(C)nn(C(C)(C)C)c2OC(=O)C(C)C)cc1	5.3	-0.5	-0.4	-1.7	0.0	11.0	-5.1	-6.7	-1.4	-14.3
O=C(COC(=O)CCC(=O)c1ccc(F)cc1)Nc1ccc(Cl)cn1	6.3	-1.6	?	-4.9	1.5	/	0.7	-7.9	/	1.8
COc1ccc(NC(=O)CSCC(=O)Nc2cccc(S(=O)(=O)N3CCCCCC3)c2)cc1	2.2	6.1	6.1	-0.8	-2.7	/	0.6	-3.0	/	-3.0

Full records as entered above. Order of values: Rv3671c protease, PrPC TRFRET, BoNT-F LC inh, MazEF act, BoNT A protease, 3CLpro inhibitor, Anthrax LF inh2, CCHFV vOTU inh, DUSP3 inh, SSB-PriA inh
COc1ccc(-n2c(=O)cc(N3CCN(Cc4ccccc4)CC3)[nH]c2=O)cc1 is listed with -5.9, 1.4, -1.6, 7.5, 0.0, -6.3, 1.9, -2.9, 12.0, -10.9
c1cncc(CNc2ncnc3ccc(-c4ccc5c(c4)OCO5)cc23)c1 is listed with 0.1, 1.9, -9.8, -0.3, -0.5, /, -4.9, 8.3, /, -3.0
O=C1C(Sc2ccccc2)=C[C@@]2(O)CC[C@@H](O)[C@]1(Sc1ccccc1)[C@H]2O is listed with /, 1.9, -3.9, /, 0.2, /, -7.0, 10.1, /, /
Cc1nn(-c2ccccc2)c(C)c1C(=O)OCC(=O)N(C)C1CCS(=O)(=O)C1 (centres undefined) is listed with -13.4, -6.6, -0.1, -1.2, -0.2, 0.9, -0.4, 3.1, 13.2, -12.1
COc1ccc(CC(=O)OCC(=O)NCc2ccc3c(c2)OCO3)cc1OC is listed with 0.2, 1.6, 0.7, 2.5, -0.3, /, -4.9, -0.9, /, -8.9

(more compounds)
SMILES	Rv3671c protease	PrPC TRFRET	BoNT-F LC inh	MazEF act	BoNT A protease	3CLpro inhibitor	Anthrax LF inh2	CCHFV vOTU inh	DUSP3 inh	SSB-PriA inh
CC(=O)C1=C(C)Nc2ncnn2C1c1cccc(Br)c1 (centres undefined)	1.8	8.1	10.5	8.1	-2.0	-6.1	0.1	16.4	-14.3	-6.4
CC(C)CCNC(=O)c1c(N)n(CC2CCCO2)c2nc3ccccc3nc12 (centres undefined)	-44.1	-2.9	6.4	-20.3	11.3	0.7	-1.5	-18.7	32.9	-65.7
O=c1cc(CO)oc(CN2CCN(Cc3ccccc3)CC2)c1O	6.1	-5.1	-57.5	1.9	-1.7	2.4	-7.0	-3.8	6.5	-4.2
CCOC(=O)c1cc(-c2ccccc2)n(CCC(=O)O)c1C	2.8	3.6	3.1	0.8	1.1	2.4	3.3	-10.6	3.6	-3.9
COc1ccc(Nc2cc(C)nc(N3CCOCC3)n2)cc1	8.5	-19.1	-12.6	-4.5	-1.7	-3.5	-3.8	5.1	11.8	3.6
C=CCOc1ccc(Cl)cc1CNCCCN1CCOCC1	5.0	-3.9	-4.6	-3.0	2.6	-3.2	-0.8	-2.2	12.3	-2.9
COc1ccc(C(=O)N2CCN(c3nnnn3-c3ccccc3)CC2)cc1OC	-11.3	-6.5	-0.8	6.6	-0.3	4.1	-1.4	-3.7	7.1	-1.0
Cc1ccccc1Cn1cnc2c(NS(C)(=O)=O)c(C)c(C)cc21	11.6	6.0	3.4	5.7	0.7	-2.6	9.2	19.8	1.8	11.7
CSc1ncccc1C(=O)OCC(=O)N1CCN(C(=O)c2ccco2)CC1	-0.1	1.7	1.6	10.6	1.3	/	-1.7	-8.2	/	-20.5
CN(Cc1ccco1)C(=O)CSc1nc(C2CC2)n(-c2ccccc2)n1	/	-5.5	-1.7	1.9	0.4	/	1.1	-3.8	/	2.0
O=C(c1[nH]c(C(F)(F)F)nc1-c1ccccc1)N1CCN(c2ccccn2)CC1	/	10.3	-14.1	/	-1.6	/	-4.5	0.4	/	/
COc1cc(-c2nnc(CSc3nnc4nc(C)cc(C)n34)o2)cc(OC)c1OC	2.8	-5.4	5.7	-0.2	0.3	-1.5	-2.2	-6.0	2.9	-3.9
CC(C)(C)C(=O)NNC(=O)CCCOc1ccc(Cl)cc1Cl	-9.4	1.8	-2.4	3.4	-1.0	-3.2	-9.7	0.8	-4.2	-2.5
COc1ccccc1N1CCN(CCCn2c(=S)[nH]c3ccccc3c2=O)CC1	-1.8	-6.4	-20.0	4.2	-3.9	-5.6	1.4	-2.4	0.1	10.1
COC(=O)C(C)Sc1nc2c(c(=O)[nH]c(=O)n2C)n1CCCc1ccccc1 (centres undefined)	-0.5	-2.5	2.1	7.7	-0.1	-8.8	-3.7	2.9	-0.8	0.8
O=S(=O)(c1ccccc1)N1CC2CC(Br)C(Br)CC21 (centres undefined)	/	4.1	-4.2	8.7	0.1	/	-3.7	6.9	/	/

These rows are one share of the data. The share of hits here may be higher or lower than overall.
